ARFGAP1 inh – inhibitors of rat ARFGAP1 GAP activity, primary screen, biochemical, fluorescence polarization, GDP tracer. inhibition, % at 16.5 µM. hit rate 0.26% among 360,000. Arfgap1-stimulated ARF1 GTP hydrolysis, GDP FP detection. ADP-ribosylation factor GTPase-activating protein 1 (Rattus norvegicus), Q62848;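 active = inhibition above a per-plate limit, mean inhibition of low control wells plus 3 SD, cut at about 25% in these data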;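 also: 0% = DMSO wells with enzyme and 100% = wells lacking Arfgap1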
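system = rat Arfgap1 catalytic domain, aa 1-136 | technique = FP, GDP Alexa 633 tracer displaced from anti-GDP antibody, 620/688 nm | compound = one concentration, 16.5 µM, DMSO 1.26% | medium = HEPES-based buffer, pH 7.5 | timing = compound-enzyme preincubation 20 min, reaction 120 min, detection 60 min, 25 °C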
proKLK7 act – proKLK7 zymogen activators, primary screen, biochemical, fluorescence intensity | purified proKLK7, EDANS-DABCYL substrate fluorescence; 100% is mature enzyme control, 0% vehicle | activation, % at 7 µM | hit rate 0.9% among 370,000 | AID 652039, 2013;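 active = activation above the mean of all tested compounds plus 3 SD, computed per campaign excluding outliers beyond control limits, cut at about 13% in these data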
HGIII-sPLA2 inh – human group III sPLA2 inhibitors, primary screen, biochemical, QFRET, BODIPY PC-A2 liposome substrate | QFRET BODIPY PC-A2 liposome hydrolysis, fluorescence | inhibition, % at 12.2 µM | AID 743126, 2013 | hit rate 0.56% among 370,000;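 active = inhibition above mean plus 3 SD of compounds lying within the high and low control bounds, cut at about 19% in these data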;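 also: 0% = median of test compound wells and 100% = no enzyme DMSO wells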
NPR1 activator – GC-A stimulated cGMP production enhancers – HEK293 GC-A cells, cGMP TR-FRET, EC30 ANP, primary screen; Atrial natriuretic peptide receptor 1 (Homo sapiens), P16066; 0% at EC30 ANP, 100% saturating ANP; activation, % at 10 µM; hit rate 0.14% among 370,000; in the data active = activation above about 40%
Target sequence (P16066 whole entry, looked up): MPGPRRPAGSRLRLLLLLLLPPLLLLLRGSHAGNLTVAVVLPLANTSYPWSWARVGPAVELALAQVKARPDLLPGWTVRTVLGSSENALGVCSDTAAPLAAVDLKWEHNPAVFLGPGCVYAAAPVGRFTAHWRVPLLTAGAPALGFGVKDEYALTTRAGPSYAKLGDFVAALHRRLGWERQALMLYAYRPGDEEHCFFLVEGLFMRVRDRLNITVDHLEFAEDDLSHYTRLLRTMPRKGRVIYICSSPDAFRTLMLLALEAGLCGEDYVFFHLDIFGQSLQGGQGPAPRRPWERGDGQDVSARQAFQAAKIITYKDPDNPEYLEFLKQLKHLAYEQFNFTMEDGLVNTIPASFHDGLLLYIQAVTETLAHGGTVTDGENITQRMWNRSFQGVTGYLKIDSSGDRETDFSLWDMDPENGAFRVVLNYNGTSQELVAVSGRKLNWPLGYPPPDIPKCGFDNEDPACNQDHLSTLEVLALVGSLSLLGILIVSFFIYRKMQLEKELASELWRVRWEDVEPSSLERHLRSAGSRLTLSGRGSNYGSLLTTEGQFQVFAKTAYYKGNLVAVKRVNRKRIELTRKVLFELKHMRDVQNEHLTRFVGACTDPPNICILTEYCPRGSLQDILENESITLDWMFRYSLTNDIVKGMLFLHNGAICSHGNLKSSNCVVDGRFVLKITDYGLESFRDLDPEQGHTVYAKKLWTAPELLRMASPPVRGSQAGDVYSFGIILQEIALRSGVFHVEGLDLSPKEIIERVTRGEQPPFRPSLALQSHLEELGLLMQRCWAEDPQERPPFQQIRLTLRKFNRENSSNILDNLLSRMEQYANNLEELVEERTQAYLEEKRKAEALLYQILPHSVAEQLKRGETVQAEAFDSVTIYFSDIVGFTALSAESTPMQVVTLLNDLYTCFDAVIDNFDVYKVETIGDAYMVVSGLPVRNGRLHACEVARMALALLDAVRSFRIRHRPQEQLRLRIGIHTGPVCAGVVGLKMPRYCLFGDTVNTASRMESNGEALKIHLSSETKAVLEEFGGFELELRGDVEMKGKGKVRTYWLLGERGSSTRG
ASAP1 inh – inhibitors of human ASAP1 ArfGAP activity, primary screen, biochemical, fluorescence polarization; ASAP1-stimulated ARF1 GTP hydrolysis, GDP FP detection; hit rate 0.19% among 360,000; AID 624377, 2012; inhibition, % at 16.5 µM; in the data active = inhibition above about 25%;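 also: 0% = vehicle with enzyme and substrate and 100% = no enzyme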
GAA850 FXN act – FXN promoter activators, primary screen, cell-based, luciferase luminescence, HEK293 lucGAA850 | HEK293 lucGAA850 FXN promoter luciferase reporter, 24 h; percent of 10 µM SAHA response | activation, % at 6 µM | hit rate 0.56% among 360,000 | AID 540364, 2011;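 active = activation above the average of all compounds screened plus 3 SD, cutoff fixed separately per campaign, cut at about 7.5% in these data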;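 also: 0% = DMSO wells and 100% = 10 µM SAHA wells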
Tn6 DDE FP – inhibitors of Tn6 peptide binding to fibrin DD(E), primary screen, biochemical, fluorescence polarization, human fibrin, Tn6 probe. Fibrinogen beta chain (Homo sapiens), P02675. Fibrin DD(E) TRITC-Tn6 fluorescence polarization displacement. inhibition, % at 8.3 µM. hit rate 0.21% among 370,000. AID 720509, 2013;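 active = inhibition above a per-campaign cutoff: mean of compounds within control limits plus 3 SD, cut at about 15% in these data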;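 also: 0% = median of all compound wells on the plate and 100% = blocking peptide control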
GC-B act – human GC-B receptor activators, primary screen, HEK293 GC-B cells, cGMP TR-FRET, EC30 CNP | 0% at EC30 CNP, 100% saturating CNP | hit rate 0.11% among 370,000 | AID 1920062, 2024 | Atrial natriuretic peptide receptor 2 (Homo sapiens), P20594 | activation, % at 10 µM;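 active = activation at 10 µM reaching about 35% in either raw or pattern-adjusted values, limit read from the data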
rCAG binder – binders of r(CAG) RNA repeats, primary screen, biochemical, fluorescence; hit rate 1.3% among 370,000; AID 651821, 2012; r(CAG) RNA repeat, TO-PRO-1 dye displacement fluorescence; inhibition, % at 3 µM;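 active = inhibition above the plate cutoff, the mean of all test compounds on that plate plus 3 SD, cut at about 35% in these data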;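 also: 0% = DMSO alone and 100% = 100 µM mitoxantrone as full dye displacement; higher means more dye released from RNA so lower well fluorescence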
ADAM10 inh – human ADAM10 inhibitors, primary screen, biochemical, QFRET, HTS; hit rate 0.62% among 370,000; Disintegrin and metalloproteinase domain-containing protein 10 (Homo sapiens), O14672; AID 720582, 2013; inhibition, % at 7 µM; recombinant ADAM10, EDANS/DABCYL FRET peptide cleavage, 3 h;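 active = inhibition above a per-campaign cutoff equal to the mean of compounds falling between control-based bounds plus 3 SD, cut at about 20% in these data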;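 also: 0% = DMSO wells while the 100% control is not disclosed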
* marks the source's active call; other numbers are inactive results; . = no result given.

SMILES | ARFGAP1 inh | proKLK7 act | HGIII-sPLA2 inh | NPR1 activator | ASAP1 inh | GAA850 FXN act | Tn6 DDE FP | GC-B act | rCAG binder | ADAM10 inh
Cc1ccc(C(=O)N/N=C/c2cc(Br)ccc2O)cn1 | -11 | -13 | -1 | -2 | 9 | -4.6 | 8 | 0 | 4 | -40
COC(=O)[C@H](CC(C)C)N(CCc1cn(Cc2ccc(C)cc2)nn1)S(=O)(=O)c1ccc(F)cc1Br | . | 0.2 | -9 | 0 | . | . | -7 | 2 | 3 | 13
Cc1occc1-c1nnc(SCC(=O)Nc2ccccn2)o1 | 0 | -0.5 | -6 | 5 | 5 | 6.0 | 0 | -5 | -1 | 1
O=c1c2c3c(sc2n(CCN2CCCC2)c(=O)n1Cc1ccco1)CCCCC3 | 1 | 0.9 | -8 | -1 | -1 | 1.5 | -10 | 0 | 7 | 1
O=C(Cc1c[nH]c2ccccc12)NCc1ccc2c(c1)OCO2 | -2 | 0.2 | -23 | 1 | -13 | 0.5 | -5 | 2 | 3 | -7
CCOC(=O)N1CCN(CC(O)COc2ccc(C(C)C)c(C)c2)CC1 (stereo not drawn) | 3 | 0.6 | 2 | -1 | 2 | 1.8 | -1 | 0 | -12 | -5
Cc1cccc(Oc2ccc(S(=O)(=O)N3CCCCC3)cc2NC(=O)C2=COCCO2)c1 | -1 | 0.0 | -16 | -3 | 3 | 1.1 | 1 | 1 | 1 | 5
Cc1ccc(OCc2ccc(Br)cc2)c([N+](=O)[O-])n1 | -4 | -0.8 | 0 | 6 | 6 | . | -8 | 0 | -1 | 2
CCOC(=O)C1=C(c2ccccc2)NC(=O)NC1c1cccc(OC)c1OC (stereo not drawn) | 5 | -0.3 | 3 | -6 | -7 | 1.0 | -5 | -4 | -5 | 10
Cn1cccc1/C=C1\SC(=O)N(CC(=O)Nc2ccc(Cl)cc2)C1=O | -4 | -0.3 | -9 | 2 | -18 | -0.7 | 5 | -7 | 7 | 6
Cc1ccccc1NC(=S)NNC(=O)c1ccco1 | -3 | 0.0 | 10 | 0 | 15 | 2.1 | 0 | 3 | -3 | -5
Cc1cc(NC(=O)c2ccc(Cl)cc2)c(C)cc1O | -2 | 0.2 | 0 | -2 | -8 | 1.9 | -5 | 3 | -2 | 0
NC(=O)c1c(NC(=O)C2c3ccccc3Oc3ccccc32)sc2c1CCCCC2 | 3 | 0.8 | -12 | -1 | -7 | -1.4 | 0 | 1 | 14 | -9
CC(C)Oc1ccc(CN2CCC2(C)C(=O)Nc2cccc3cccnc23)cc1 (stereo not drawn) | 4 | -2.0 | 3 | 39 | -10 | 2.1 | -4 | 2 | 5 | -16
CS(=O)(=O)Cc1nc2ccccc2n1CC(=O)Nc1cccc(S(=O)(=O)N2CCCC2)c1 | 14 | -0.2 | -14 | -2 | -4 | 0.0 | -5 | -3 | 9 | -11
O=C(CN1CCN(Cc2ccccc2)CC1)N/N=C/C=C/c1ccco1 | 2 | 0.1 | 2 | 0 | -14 | 3.0 | -10 | -9 | 5 | -6
CCCCC(=O)Nc1ccc(NCc2ccc(C)s2)cc1 | 5 | -0.5 | 11 | 6 | 0 | 3.0 | -7 | -6 | -3 | -6
COc1ccc(S(=O)(=O)Nc2ccc(C(F)(F)F)cc2)cc1OC | -9 | 0.2 | -15 | -2 | 2 | 1.8 | 3 | -3 | 6 | 4
COc1cc(NC(=O)c2ccccn2)ccc1NC(=O)c1ccccc1Cl | . | . | -1 | 2 | . | . | -9 | -5 | . | 9
CC12CCC(=O)N1C(C(=O)NNC(=O)COc1cccc(C(F)(F)F)c1)CS2 (stereo not drawn) | 4 | -0.4 | 2 | 3 | -1 | 0.2 | -2 | -5 | -6 | -6
O=C1C2CCCN2C(c2ccc(Br)cc2)N1c1ccc(F)cc1 (stereo not drawn) | -4 | -0.2 | 0 | -11 | -11 | -0.9 | -2 | -12 | 3 | -9
Cc1ccc(CC(=O)Nc2nc3ccccc3[nH]2)cc1C | 8 | -0.3 | 6 | -1 | 6 | 0.7 | -8 | -2 | 0 | 1
Cc1cccc(C(=O)NCCNc2nc3cc(C)c(C)cc3cc2C)c1 | -5 | -0.6 | -30 | -2 | 9 | 2.2 | -9 | -1 | 3 | -66
CN(C(=O)COC(=O)c1cc(=O)[nH]c2ccccc12)C1CCCCC1 | 3 | -10 | 11 | 0 | 0 | 2.2 | 1 | 3 | 1 | -137
COc1ccc2oc(C(=O)OCC(=O)NC3CCCCC3)c(C)c2c1 | 3 | -3.4 | 6 | -2 | 4 | 0.2 | 0 | -7 | -1 | -206
O=C(COC(=O)C1CSC2(c3ccc(F)cc3)CCC(=O)N12)NC(=O)NC1CCCC1 (stereo not drawn) | 2 | -0.4 | -3 | 3 | -7 | 1.5 | 0 | 3 | -8 | 4
O=C1CCN(CCc2ccccc2)CCN1CCSc1ccc(Br)cc1 | -12 | 0.7 | -12 | 3 | 4 | -0.6 | 4 | -3 | -6 | 10
Cc1cccc(C)c1NC(=O)C1C(c2ccc3c(c2)OCO3)=Nc2ccccc2N1C(=O)c1ccccn1 (stereo not drawn) | -3 | 0.3 | 3 | 0 | 2 | . | 0 | -1 | 9 | 0
CC1(C)C(CC(=O)O)CC1C(=O)O (stereo not drawn) | -15 | -1.6 | -6 | 1 | 19 | 1.1 | -4 | 1 | 2 | -28
COc1ccc(NC(=O)C2CCCCN2S(=O)(=O)c2ccc(F)cc2)c(OC)c1 (stereo not drawn) | -7 | 0.4 | 4 | 2 | 3 | 1.6 | 6 | 0 | 4 | 4
O=C(O)c1ccc2oc(=O)c(S(=O)(=O)c3ccccc3)cc2c1 | 10 | 3.0 | -4 | 7 | 3 | 0.6 | -2 | 0 | 0 | -10
COc1ccccc1CNC(=O)C1CCN(S(C)(=O)=O)CC1 | 0 | 0.1 | 4 | -1 | 4 | -0.3 | -7 | 4 | -2 | -9
O=C1c2ccccc2NC(c2cccc([N+](=O)[O-])c2)N1CCc1ccccc1 (stereo not drawn) | -8 | 0.4 | -3 | -8 | -4 | 2.9 | 6 | -4 | 2 | -3
O=C(C1CCCN(S(=O)(=O)Cc2ccccc2)C1)N1CCC(Cc2ccccc2)CC1 (stereo not drawn) | 6 | 0.4 | -5 | -2 | -11 | -1.1 | -2 | 3 | -2 | -4
C=CCn1c(SCC(=O)NC(=O)NCC(C)C)nnc1C1CCCCC1 | 9 | -0.2 | -4 | -4 | 6 | -0.9 | -3 | -4 | -9 | -8
Cc1cccc(NC(=O)Cc2ccc(Br)cc2)n1 | 1 | -0.4 | 11 | 1 | 2 | 0.2 | -3 | 2 | -1 | 1
CC(C)CN(C1CCS(=O)(=O)C1)S(=O)(=O)c1ccc2ccccc2c1 (stereo not drawn) | -8 | 0.4 | -11 | -3 | -5 | 0.4 | 0 | 2 | -2 | 1
O=C(COC(=O)c1cccnc1Nc1ccccc1F)NCCN1C(=O)CSC1=O | 7 | 0.2 | -40 | 2 | 3 | 2.2 | 7 | -2 | 5 | 2
C/C(=N\NC(=O)c1ccc(-n2cnnn2)cc1)c1ccc(Cl)cc1 | 5 | -0.2 | 2 | -2 | 8 | -0.9 | -2 | -5 | 4 | 0
Cc1ccc2c(c1)C(=O)C(=O)N2CCCOc1ccccc1C | -4 | 0.3 | 15 | -27 | -16 | -0.4 | -9 | -12 | -3 | 4

A run of entries of the results above:
SMILES | ARFGAP1 inh | proKLK7 act | HGIII-sPLA2 inh | NPR1 activator | ASAP1 inh | GAA850 FXN act | Tn6 DDE FP | GC-B act | rCAG binder | ADAM10 inh
O=C(C1CCCN(S(=O)(=O)Cc2ccccc2)C1)N1CCC(Cc2ccccc2)CC1 (stereo not drawn) | 6 | 0.4 | -5 | -2 | -11 | -1.1 | -2 | 3 | -2 | -4
C=CCn1c(SCC(=O)NC(=O)NCC(C)C)nnc1C1CCCCC1 | 9 | -0.2 | -4 | -4 | 6 | -0.9 | -3 | -4 | -9 | -8
Cc1cccc(NC(=O)Cc2ccc(Br)cc2)n1 | 1 | -0.4 | 11 | 1 | 2 | 0.2 | -3 | 2 | -1 | 1
CC(C)CN(C1CCS(=O)(=O)C1)S(=O)(=O)c1ccc2ccccc2c1 (stereo not drawn) | -8 | 0.4 | -11 | -3 | -5 | 0.4 | 0 | 2 | -2 | 1
O=C(COC(=O)c1cccnc1Nc1ccccc1F)NCCN1C(=O)CSC1=O | 7 | 0.2 | -40 | 2 | 3 | 2.2 | 7 | -2 | 5 | 2
C/C(=N\NC(=O)c1ccc(-n2cnnn2)cc1)c1ccc(Cl)cc1 | 5 | -0.2 | 2 | -2 | 8 | -0.9 | -2 | -5 | 4 | 0
Cc1ccc2c(c1)C(=O)C(=O)N2CCCOc1ccccc1C | -4 | 0.3 | 15 | -27 | -16 | -0.4 | -9 | -12 | -3 | 4

Other entries
SMILES | ARFGAP1 inh | proKLK7 act | HGIII-sPLA2 inh | NPR1 activator | ASAP1 inh | GAA850 FXN act | Tn6 DDE FP | GC-B act | rCAG binder | ADAM10 inh
COc1ccc2[nH]c(C)c(C(=O)CN3CCN(C/C=C/c4ccccc4)CC3)c2c1 | 3 | -0.4 | -29 | -4 | -8 | 3.7 | -10 | -1 | 5 | 3
COc1ccc(S(=O)(=O)Nc2ccc3cn[nH]c3c2)cc1[N+](=O)[O-] | 5 | -0.6 | -15 | -1 | 2 | 1.6 | -5 | 7 | 7 | -6
C#CCO[C@@H]1C[C@H](n2cnc3c(NC(=O)c4ccccc4)ncnc32)O[C@@H]1CO | 9 | 0.3 | 3 | 1 | 1 | 2.6 | -6 | 1 | 0 | 5
CN(CC(=O)NCc1ccccc1)Cc1cccc(F)c1 | -6 | -0.6 | 12 | 1 | 4 | 0.9 | 3 | 0 | -3 | 7
COc1ccc(C2N=C(c3ccccc3)NO2)cc1OC (stereo not drawn) | 0 | 1.5 | 2 | 4 | -2 | 3.7 | -1 | -6 | 0 | -17

Assay outcomes as filed in PubChem.
